Screening data (PubChem)
Cl transport mod: modulators of human KCC2 chloride dependent transport | hit rate 2.2% among 190,000 | B-score of Tl+ flux slope (higher = more flux/activation; lower = inhibition) at 10 µM | KCC2 cells, thallium flux FluoZin-2 fluorescence | Q9H2X9;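 active = thallium flux slope and its plate-corrected score both differing from the plate sample mean at a set confidence after two filtering rounds, in either direction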;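 also: slope of fluorescence scaled to starting intensity during 10 to 20 s after thallium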
Target sequence (Q9H2X9 whole entry, looked up): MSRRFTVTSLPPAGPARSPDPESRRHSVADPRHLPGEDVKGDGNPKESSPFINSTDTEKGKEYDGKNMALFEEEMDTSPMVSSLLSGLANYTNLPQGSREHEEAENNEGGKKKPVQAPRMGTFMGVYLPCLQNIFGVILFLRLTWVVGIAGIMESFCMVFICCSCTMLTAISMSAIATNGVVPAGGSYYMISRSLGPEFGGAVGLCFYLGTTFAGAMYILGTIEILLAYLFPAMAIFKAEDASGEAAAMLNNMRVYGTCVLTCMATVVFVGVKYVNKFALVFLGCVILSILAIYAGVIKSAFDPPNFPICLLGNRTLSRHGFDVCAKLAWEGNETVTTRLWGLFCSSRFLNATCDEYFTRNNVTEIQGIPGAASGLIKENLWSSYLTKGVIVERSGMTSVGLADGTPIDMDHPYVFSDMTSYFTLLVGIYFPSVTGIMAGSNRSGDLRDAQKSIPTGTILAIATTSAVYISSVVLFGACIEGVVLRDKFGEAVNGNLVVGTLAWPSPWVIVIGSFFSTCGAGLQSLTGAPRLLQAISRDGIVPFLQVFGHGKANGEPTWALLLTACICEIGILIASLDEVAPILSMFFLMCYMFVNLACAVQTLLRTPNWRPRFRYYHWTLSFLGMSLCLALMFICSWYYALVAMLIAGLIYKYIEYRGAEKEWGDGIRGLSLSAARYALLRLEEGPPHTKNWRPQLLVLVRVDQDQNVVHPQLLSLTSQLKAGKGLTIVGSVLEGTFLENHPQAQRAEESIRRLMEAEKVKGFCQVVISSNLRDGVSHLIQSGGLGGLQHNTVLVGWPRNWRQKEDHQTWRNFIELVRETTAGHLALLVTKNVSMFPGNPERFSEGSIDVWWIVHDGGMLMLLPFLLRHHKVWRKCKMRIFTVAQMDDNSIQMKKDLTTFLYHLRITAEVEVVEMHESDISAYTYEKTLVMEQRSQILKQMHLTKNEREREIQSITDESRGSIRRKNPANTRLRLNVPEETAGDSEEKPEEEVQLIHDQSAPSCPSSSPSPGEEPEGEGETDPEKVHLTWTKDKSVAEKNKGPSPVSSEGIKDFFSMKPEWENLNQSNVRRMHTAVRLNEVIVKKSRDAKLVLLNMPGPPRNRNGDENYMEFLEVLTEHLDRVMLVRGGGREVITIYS
FXIa inh 1536: factor XIa (human) inhibition; P03951; purified FXIa, Boc-Glu-Ala-Arg-AMC fluorogenic substrate; inhibition, % at 5 µM; hit rate 0.14% among 220,000;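 active = inhibition of at least 40%; inactive = inhibition below 40%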;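 also: fluorescence of freed AMC excited at 355 nm; 0% = enzyme without compound and 100% = no enzyme blank; many of its hits are not listed in these tables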
PERK inhibitor: inhibitors of human PERK kinase; Q9NZJ5; CHO PERK-DD fusion, SEAP luminescence translation reporter; inhibition, % at 5.6 µM; hit rate 0.17% among 220,000; AID 1416;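 active = inhibition above the mean inhibition of all tested compounds plus 3 SD, set separately per screening campaign, cut at about 2.9% in these data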;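 also: PERK kinase domain activated by AP20187 dimerizer at 100 nM; 0% = DMSO with dimerizer and 100% = rapamycin at 8.4 µM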
FXIIa inh 1536: inhibitors of human coagulation factor XIIa. inhibition, % at 5 µM. hit rate 0.3% among 220,000. AID 800. purified FXIIa, Boc-QGR-AMC fluorogenic substrate, 2 h; in the data active = inhibition above about 40%;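 also: 0% = enzyme with no compound and 100% = blank without enzyme; many of its hits are not listed in these tables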
Furin inh: blocks human furin protease activity; purified furin, fluorogenic substrate cleavage; inhibition, % at 30 µM; hit rate 0.061% among 220,000; AID 463115; in the data active = inhibition above about 25%; also: inactives centre near -15
p97 ATPase inh: inhibitors of human p97 ATPase | hit rate 0.42% among 220,000 | inhibition, % at 8 µM | recombinant p97 ATPase, Kinase-Glo ATP luminescence, 3 h | P55072; in the data active = inhibition above about 15%;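 also: 0% = DMSO vehicle and 100% = wells lacking enzyme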
thrombin 1536: inhibitors of human thrombin; P00734; alpha-thrombin, Boc-VPR-AMC fluorogenic substrate cleavage; inhibition, % at 5 µM; hit rate 0.26% among 220,000; AID 1046;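 active = inhibition at or above 40%; inactive = inhibition below 40%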;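 also: 0% = enzyme with no compound and 100% = wells without enzyme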
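signal = AMC fluorescence, 355/460 nm | material = human alpha-thrombin enzyme | control set = enzyme without compound as high, wells lacking enzyme as low | times = reaction at room temperature | read-out basis = percent inhibition scaled between no-compound controls and no-enzyme blanks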
hK5 inh: blocks human kallikrein 5 protease activity; Q9Y337; hit rate 0.59% among 210,000; inhibition, % at 5 µM; recombinant hK5, fluorogenic AMC substrate cleavage;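 active = inhibition of 40% or more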;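 also: 0% = enzyme controls without compound and 100% = no-enzyme blanks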
Wee1 stabilizer: blocks degradation of human Wee1 kinase. reporter increase, % at 5 µM. hit rate 1.2% among 220,000. HeLa Luc-Wee1K328M stability, luciferase luminescence; 100% = proteasome inhibitor MG132 effect;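 active = activation above the mean of all tested compounds plus 3 SD, set per screening run, cut at about 8.8% in these data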;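 also: cells exposed to compound for 20 h before luminescence read; 0% = DMSO alone and 100% = MG132 at 30 µM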
Numbers without * were called inactive; / = no result given; [ ] = another dose, or the depositor's remark.

SMILES	Cl transport mod	FXIa inh 1536	PERK inhibitor	FXIIa inh 1536	Furin inh	p97 ATPase inh	thrombin 1536	hK5 inh	Wee1 stabilizer
CC(C)[C@H](CN(N=O)[C@@H](Cc1ccccc1)CN(C)N=O)N(CCc1ccccc1)N=O	-2.47	-0.5	1.6	10.8	-31.9	1.5	-3.1	1.3	0.1
CCSc1nc(O)cc(=O)[nH]1	/	-0.6	-0.2	7.9	-25.5	2.0	-2.7	1.8	10.6*
Cc1ccccc1OCC(=O)N/N=C/c1ccc([N+](=O)[O-])o1	-0.164	-11.1	0.1	-7.7	-7.4	-1.6	-5.6	6.6	5.0
O=c1[nH]ncn1-c1ccc(Br)cc1	0.0242	2.0	1.7	14.1	-30.0	1.2	2.4	/	-1.2
COc1ccc(C2NC(=O)NC(c3ccccc3)=C2c2nc3ccccc3s2)cc1 (stereo not drawn)	-0.0931	2.2	-2.4	11.1	-9.9[20 µM]	3.9	-0.1	-1.2	-0.2
CCN(c1ccccc1)S(=O)(=O)c1ccc(Cl)c(NC(=O)COC(=O)C2CC2C)c1 (stereo not drawn)	0.549	0.1	1.4	5.2	-15.6	-0.1	0.3	1.6	-1.6
Cc1ccc(NC(=O)COC(=O)Cn2c(C)csc2=O)cc1C	/	-9.1	0.9	6.7	-29.8	4.1	13.7	-5.6	2.6
CC(C)C(c1nnnn1Cc1ccc(F)cc1)N1CCN(c2ccc(O)cc2)CC1 (stereo not drawn)	-2.08	-1.3	0.3	8.1	-22.6	6.0	-7.0	-1.8	-1.2
COc1ccccc1NC(=O)N1CCC(c2nnc(SCC(N)=O)n2C)CC1	0.109	-8.9	1.8	-10.5	-2.1[20 µM]	2.2	-5.3	-0.8	1.6
Cc1ccccc1N=Nc1c(C)[nH]n(-c2ccccc2)c1=O	0.9	0.4	1.4	8.1	-17.7	1.9	-6.3	3.2	-0.2
O=c1/c(=C/c2ccc(O)cc2)sc2n1CCCN=2	1.44	1.7	0.9	9.9	-11.7[20 µM]	6.5	-1.8	0.0	1.7
CCCCc1cc2c(c(NC(=O)CC)n1)c(=O)oc1ccccc12	0.19	-9.1	0.2	-3.6	-31.2[20 µM]	-0.3	-3.8	5.7	-0.4
O=C1CC2C(=O)NCCN2C(=NC(=O)c2ccc(Cl)cc2)N1 (stereo not drawn)	0.869	-3.6	0.2	1.9	-24.1	8.7	-12.0	-8.0	-0.8
COc1ccc(CN2CSC(=S)N(Cc3ccc(OC)cc3)C2)cc1	-0.203	3.0	-0.3	5.5	-18.7	0.2	-3.5	0.7	-3.7
Cc1nn(-c2ccccc2)c(C)c1/C=N/NC(=O)c1ccccc1NS(=O)(=O)c1cccs1	-1.46	2.7	0.1	9.5	-19.7	0.6	-3.5	-7.4	-1.2
C=CCn1c(=O)c2ccccc2n2c(SCC(=O)Nc3sc(C(=O)N(CC)CC)c(C)c3C(=O)OCC)nnc12	-0.597	0.2	-0.6	3.8	-10.6	2.3	-8.9	-3.8	6.7
CNC(=O)CN(c1cccc(Br)c1)S(C)(=O)=O	1.81	6.7	0.9	11.0	-17.0[20 µM]	1.6	-5.1	-22.8	1.6
Cc1sc(-c2ccccn2)nc1OC(=O)c1ccc(Cl)cc1	/	1.4	0.8	15.7	-10.1[20 µM]	3.8	-2.9	-14.7	0.2
COc1cccc(C(=O)CSc2nnc(CNS(=O)(=O)c3ccc(C)cc3)n2C)c1	-4.16*	10.7	-0.2	19.2	-22.0	0.7	9.3	-6.0	9.7*
O=C(c1ccccc1)N1CCN(Cc2cccc(Oc3ccccc3)c2)CC1	-0.931	6.4	0.2	4.7	-23.0	-0.5	0.1	-6.2	6.5
CC(=O)Nc1sc(N/N=C\c2ccccc2F)nc1-c1cccs1	-0.182	3.1	0.9	7.6	-21.1	8.2	-1.7	-5.7	1.5
O=C1CC(c2ccccc2)CN1C(=O)c1cccnc1 (stereo not drawn)	0.698	1.1	1.2	11.3	-17.4	-1.7	0.0	3.3	-1.8
CCOc1ccccc1OCCn1ncc2ccc(OC)c(OC)c2c1=O	0.475	0.4	-0.2	-6.6	-6.8[20 µM]	5.0	-17.7	1.3	0.0
O=C(CN1CCCc2ccccc21)N/N=C/c1ccccc1O	-0.688	-2.2	0.4	7.9	-13.5	-2.9	-2.6	-37.2	0.8
O=C1NCCN(Cc2ccc(Cl)c(F)c2)C1CC(=O)N1CCCO1 (stereo not drawn)	/	-3.8	0.8	0.7	-9.9	6.9	-16.5	-6.0	-2.6
Next part
SMILES	Cl transport mod	FXIa inh 1536	PERK inhibitor	FXIIa inh 1536	Furin inh	p97 ATPase inh	thrombin 1536	hK5 inh	Wee1 stabilizer
CCOc1ccc(C2c3cc(OC)c(OC)cc3CC(=O)N2c2ccccc2)cc1 (stereo not drawn)	-0.0138	-1.7	-1.8	4.6	-8.9[20 µM]	-1.9	0.3	-8.0	-2.6
Clc1cccc(Oc2ncc(CN3CCOCC3)s2)c1	/	19.9	1.5	26.1	-23.8[20 µM]	-0.9	2.7	-1.9	-0.1
Cc1nn(-c2ccccc2)c(NC(=O)c2cccs2)c(-c2ccccc2Cl)c1=O	0.0201	-13.0	0.5	-1.0	-18.1	-1.9	-8.0	4.9	-0.5
Cc1ccc(N2C(=O)C3C4C=CC(C4)C3C2=O)cc1 (stereo not drawn)	-0.571	30.4	1.6	13.4	-25.8	5.8	-2.4	-25.3	0.1
COc1ccccc1NC(=O)COc1cc(C)nc(C(C)C)n1	-0.816	-11.0	1.1	6.7	-15.4[20 µM]	1.3	1.2	-15.1	-0.6
CCOc1ccc(NC(=O)N2CCC(c3nc4ccccc4o3)CC2)cc1	0.261	-1.5	-0.2	3.9	-36.2	1.4	5.9	-15.9	1.8
N#CC1=C(N)NC(SCC(=O)c2ccc(Cl)cc2)=C(C#N)C12CCCC2	-1.8	-1.7	-1.4	8.5	-0.1[20 µM]	-4.6	-1.2	-2.5	2.0
Cc1c(C(=O)Nc2ccc(Cl)cc2)c2ccccn2c1C(=O)c1ccccc1	0.416	-8.4	0.6	-1.0	-12.1[20 µM]	0.6	-2.1	1.5	0.8
CC(=O)N(C)c1nc(N)n(-c2ccccc2)n1	1.68	-0.8	0.8	8.9	-23.6	3.2	-4.8	-16.8	5.8
CCn1c(-c2cccnc2)n[nH]c1=S	0.958	3.7	0.9	27.0	-33.6[20 µM]	0.4	-2.7	-0.9	0.4
CCOC(=O)c1c(NC(=O)CSc2nnc(C)s2)sc2c1CCC(C)C2 (stereo not drawn)	-0.0601	7.6	0.5	10.8	-3.0[20 µM]	3.5	3.2	-8.7	2.3
COc1ccc(NC(=O)CN(c2ccc([N+](=O)[O-])cc2)S(=O)(=O)c2ccccc2)c(OC)c1	-1.86	8.9	0.1	13.0	-7.0	4.5	1.2	-16.5	-1.0
c1ccc(Nc2ccnc(Nc3ccccc3)n2)cc1	1.29	-0.4	-1.5	11.7	-8.5	1.3	-3.5	0.8	4.1
CCCNC(=O)CCc1cc(C(C)(C)C)c(O)c(C(C)(C)C)c1	-0.253	-7.6	-0.5	3.6	-11.5	-2.1	-11.2	-4.3	0.3
COc1ccc(CC(=O)Nc2cc(Cl)ccc2O)cc1	-0.77	-12.0	0.6	4.9	-8.9[20 µM]	6.1	0.6	1.7	-0.1
CC(=O)c1cc(CN2CCN(CC=C(C)C)C(CCO)C2)cs1 (stereo not drawn)	/	0.8	0.4	9.1	-24.4	3.3	-1.7	/	2.2
COc1ccc(CCNC(=O)c2ccc(CS(=O)(=O)c3ccc(Br)cc3)o2)cc1OC	-0.732	1.5	-0.7	12.5	-18.2	-6.6	-28.5	-3.3	-1.8
CCCCn1c(CNC(=O)c2cccs2)nc2ccccc21	0.164	1.6	-1.0	17.7	-18.4	-4.1	0.0	-9.0	1.3
COc1cc(OC)cc(C(=O)NNC(=O)CCc2ccccc2)c1	-0.26	-0.4	0.3	11.7	-26.0	2.7	-2.2	5.5	1.1
O=C1NC(c2ccccc2Br)=N/C1=C\c1ccco1	-0.0436	3.8	0.0	9.0	-5.2	9.4	-0.7	1.0	0.9
CC1CCN(C(=O)c2ccc(C(=O)N3CCC(C)CC3)cc2)CC1	0.378	/	1.1	/	-14.4[20 µM]	1.6	/	/	-1.3
CCC(CC)=N/N=C/c1c(O)n(CC)c2cc(C3=NNC(=O)CC3)ccc12	-0.00643	7.8	-1.1	16.0	11.3[20 µM]	-6.7	3.7	-2.5	-0.6
Cc1ccc(S(=O)(=O)N(C)CCCC(=O)N2CCN(C=O)CC2)cc1	/	-6.5	0.4	-17.5	-23.3[20 µM]	4.6	-1.7	19.9	3.2
CC(=O)c1ccc(N2CCN(C(=O)c3ccc(OCc4c(C)noc4C)cc3)CC2)cc1	/	4.0	0.4	8.0	-17.0	-1.0	0.7	-11.9	-0.3
CC1CC(=O)N(CC(=O)NCc2ccco2)c2ccccc2S1 (stereo not drawn)	-0.117	7.7	-0.4	17.9	-7.7	-6.5	4.7	-3.5	3.6

Filtered by structure, those above containing a nitro group on carbon (2)
SMILES	Cl transport mod	FXIa inh 1536	PERK inhibitor	FXIIa inh 1536	Furin inh	p97 ATPase inh	thrombin 1536	hK5 inh	Wee1 stabilizer
Cc1ccccc1OCC(=O)N/N=C/c1ccc([N+](=O)[O-])o1	-0.164	-11.1	0.1	-7.7	-7.4	-1.6	-5.6	6.6	5.0
COc1ccc(NC(=O)CN(c2ccc([N+](=O)[O-])cc2)S(=O)(=O)c2ccccc2)c(OC)c1	-1.86	8.9	0.1	13.0	-7.0	4.5	1.2	-16.5	-1.0

The listing picks up; the 5 compounds before the break are reprinted first.
SMILES	Cl transport mod	FXIa inh 1536	PERK inhibitor	FXIIa inh 1536	Furin inh	p97 ATPase inh	thrombin 1536	hK5 inh	Wee1 stabilizer
CC1CCN(C(=O)c2ccc(C(=O)N3CCC(C)CC3)cc2)CC1	0.378	/	1.1	/	-14.4[20 µM]	1.6	/	/	-1.3
CCC(CC)=N/N=C/c1c(O)n(CC)c2cc(C3=NNC(=O)CC3)ccc12	-0.00643	7.8	-1.1	16.0	11.3[20 µM]	-6.7	3.7	-2.5	-0.6
Cc1ccc(S(=O)(=O)N(C)CCCC(=O)N2CCN(C=O)CC2)cc1	/	-6.5	0.4	-17.5	-23.3[20 µM]	4.6	-1.7	19.9	3.2
CC(=O)c1ccc(N2CCN(C(=O)c3ccc(OCc4c(C)noc4C)cc3)CC2)cc1	/	4.0	0.4	8.0	-17.0	-1.0	0.7	-11.9	-0.3
CC1CC(=O)N(CC(=O)NCc2ccco2)c2ccccc2S1 (stereo not drawn)	-0.117	7.7	-0.4	17.9	-7.7	-6.5	4.7	-3.5	3.6
CSc1sccc1/C=N/NC(=O)c1ccncc1	-1.26	-0.7	0.9	5.3	-23.5	6.0	-3.0	-12.0	-1.5
CCOC(=O)c1cccc(NC(=O)Cn2c(CC(=O)N3CCCC3)nc3ccccc32)c1	0.851	-3.8	-0.4	7.4	-9.7	1.8	0.1	0.3	3.0
CCCCCCCCCS(=O)(=O)Nc1cc(C)ccn1	-0.52	-11.6	0.1	-6.2	-10.2	-6.5	-8.2	-4.8	0.4
CNc1ccc(Br)cc(C(=O)/C=C/c2cccc(OC)c2)c1=O	-0.206	8.7	1.0	8.9	1.8[20 µM]	8.2	-0.1	-20.7	0.8
Cc1ccc(OCc2ccc(C(=O)NN)o2)cc1C	-0.169	2.6	-0.5	6.5	-14.2	4.3	-1.9	0.9	3.2
CCCc1ccc(C(=O)[C@@H]2[C@@H](C(C)=O)N3c4ccc(F)cc4C=C[C@@H]3[C@@]23C(=O)Nc2ccccc23)cc1	0.383	0.3	0.3	8.5	-19.7	-0.6	-0.9	3.7	1.9
Cc1nc2c(ccc3nc(NC(=O)c4ccc(S(=O)(=O)N(C)C)cc4)sc32)s1	-0.0987	-5.7	0.0	3.7	-28.6	1.1	-4.4	1.4	-2.0

Compounds as they come, and some 4.4% of all compounds hit somewhere here.
